Source: PubChem BioAssay (The Scripps Research Institute Molecular Screening Center)
CHRM1 agonist: human M1 muscarinic receptor agonism; CHO-K1 hM1, Fluo-8 calcium fluorescence, agonist mode; 0% DMSO, 100% acetylcholine EC100; actives 0.33% (n = 360,000); activation, % at 3 µM; P11229;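 active = activation above the run's mean compound activation plus 3 SD, cut at about 16% in these data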;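 note: peak over basal fluorescence ratio within a 140 s kinetic read after compound addition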
Target sequence (P11229 whole entry, looked up): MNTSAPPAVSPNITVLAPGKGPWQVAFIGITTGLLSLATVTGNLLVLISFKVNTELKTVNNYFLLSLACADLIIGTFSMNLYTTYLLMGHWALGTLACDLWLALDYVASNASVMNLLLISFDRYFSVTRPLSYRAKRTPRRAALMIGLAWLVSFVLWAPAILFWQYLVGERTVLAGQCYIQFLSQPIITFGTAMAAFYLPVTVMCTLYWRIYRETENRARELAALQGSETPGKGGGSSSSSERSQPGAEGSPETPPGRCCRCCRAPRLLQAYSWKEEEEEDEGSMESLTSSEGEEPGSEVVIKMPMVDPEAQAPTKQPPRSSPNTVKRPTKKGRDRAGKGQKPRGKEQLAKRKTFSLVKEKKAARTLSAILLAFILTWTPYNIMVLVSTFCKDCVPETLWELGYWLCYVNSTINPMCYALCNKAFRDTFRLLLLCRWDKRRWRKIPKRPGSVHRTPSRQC
TAAR1 agonist: human TAAR1 agonism; Q96RJ0; CHO RD-HGA16 TAAR1, Fluo-8 calcium fluorescence; vehicle wells 0%, saturating PEA agonist 100%; activation, % at 3 µM; actives 0.99% (n = 360,000); AID 624467;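 active = activation above the mean activation of all test compounds in the run plus 3 SD, cut at about 38% in these data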
Target sequence (Q96RJ0 whole entry, looked up): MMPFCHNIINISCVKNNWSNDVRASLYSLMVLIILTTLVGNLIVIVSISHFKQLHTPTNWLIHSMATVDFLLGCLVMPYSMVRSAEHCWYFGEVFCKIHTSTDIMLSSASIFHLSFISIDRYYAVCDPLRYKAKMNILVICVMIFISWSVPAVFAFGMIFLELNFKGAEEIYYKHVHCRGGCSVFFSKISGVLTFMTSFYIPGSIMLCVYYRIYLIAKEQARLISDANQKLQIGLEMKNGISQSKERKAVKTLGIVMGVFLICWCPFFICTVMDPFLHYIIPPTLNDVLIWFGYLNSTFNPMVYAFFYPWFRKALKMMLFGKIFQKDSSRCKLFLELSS
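System: CHO RD-HGA16 cells carrying human TAAR1 plus Gα16; Incubation: 17-24 h seeding, 75 min 37 °C dye, 30 min RT; Measured by: Fluo-8 fluorescence, 5 s baseline then 140 s kinetic read; Control set: DMSO and PEA EC100; Replication: single well for each compound.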
M1 ag parental: M1 agonist counterscreen hit in parental CHO-K1 cells; Fluo-8 calcium fluorescence; scaled to maximal ATP response, vehicle zero; activation, % at 3 µM; actives 0.48% (n = 360,000); AID 602248; in the data active = activation above about 15%;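 note: untransfected CHO-K1 host cells lacking M1 receptor as counterscreen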
M1 antag: blocks human M1 muscarinic receptor | P11229 | actives 1.3% (n = 360,000) | AID 588852 | CHO-K1 hM1, Fluo-8 calcium fluorescence, ACh EC80 antagonist | inhibition, % at 3 µM;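 active = percent inhibition above its own plate's cutoff, namely the mean of that plate's compound wells plus 3 SD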;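 note: peak over basal fluorescence ratio during 140 s after agonist addition; 0% = ACh EC80 plus DMSO and 100% = DMSO alone without agonist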
CHRM1 PAM: potentiates human M1 receptor response to acetylcholine. CHO-K1 hM1, Fluo-8 calcium fluorescence, ACh EC20; 0% = ACh EC20, 100% = maximal ACh. actives 0.088% (n = 360,000). activation, % at 3 µM. P11229. AID 588819; in the data active = activation above about 19%, passing the limit was not always enough
CHO-K1 Ca antag: M1 antagonist counterscreen hit in parental CHO-K1 cells | AID 602250 | ATP-induced calcium, Fluo-8 fluorescence | inhibition, % at 3 µM | actives 0.6% (n = 360,000);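 active = inhibition above a per-plate cutoff, the plate's mean sample inhibition plus 3 SD, cut at about 24% in these data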;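 note: 0% = DMSO plus EC80 ATP and 100% = DMSO alone without ATP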
CHO-K1 Ca PAM: nonselective activator or artifact in parental CHO-K1 calcium assay; AID 602247; actives 0.02% (n = 360,000); ATP EC20, Fluo-8 calcium fluorescence; 0% at ATP EC20, 100% at ATP max; activation, % at 3 µM;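 active = activation above the run cutoff, the mean activation of all test compounds plus 3 SD, cut at about 40% in these data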;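 note: peak over basal fluorescence ratio in a 140 s read after ATP addition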
TAAR1 antagonist: antagonists of human TAAR1. Q96RJ0. CHO RD-HGA16 TAAR1, Fluo-8 calcium fluorescence, antagonist. actives 1.5% (n = 360,000). inhibition, % at 3 µM;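 active = inhibition above a per-plate cutoff, the mean inhibition of test compounds on that plate plus 3 SD, cut at about 49% in these data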;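 note: 0% = DMSO plus EC80 beta-PEA response and 100% = DMSO alone without agonist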
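Assay system: CHO-derived RD-HGA16 cells stably expressing human TAAR1 plus Gα16. Timing: 140 s kinetic read after compound, 140 s after agonist. Technique: kinetic Fluo-8 calcium fluorescence measurement. Measure: % inhibition of agonist calcium response.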
CHO parental Ca: counter-screen: ATP calcium response change in parental CHO cells; parental CHO-K1, ATP-induced calcium, Fluo-8 fluorescence; actives 0.63% (n = 330,000); inhibition, % at 5.6 µM;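 active = inhibition above that plate's mean sample inhibition plus 3 SD, cut at about 26% in these data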;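 note: 0% = ATP-challenged DMSO wells and 100% = DMSO wells without ATP; some compounds past the cut are filed as inactive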
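Test system: parental CHO cells; detection: calcium-sensitive Fluo-8 fluorescence; evaluation: percent inhibition of calcium signal; also added: ATP as calcium-mobilizing challenge; repeats: one well per compound; control set: ATP-challenged DMSO wells low, unchallenged DMSO wells high; compound: single nominal dose of 5.6 µM per compound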
* marks the source's active call; other numbers are inactive results; · = not tested or not shown.

SMILES	CHRM1 agonist	TAAR1 agonist	M1 ag parental	M1 antag	CHRM1 PAM	CHO-K1 Ca antag	CHO-K1 Ca PAM	TAAR1 antagonist	CHO parental Ca
COc1ccc2c(c1)[nH]c1c(=O)n(CCN3CCOCC3)cnc12	-3	0	0.5	-17	13	-6	14	-30	-4
N#Cc1ncc(Cl)c2ccccc12	0	-1	4.5	12	-6	0	-18	-16	-5
Oc1cc(-c2ccncc2)cc2cccnc12	-2	11	-0.1	8	1	-2	-2	4	24
CCOc1ccc(C(=O)Nc2cccc3nsnc23)cc1[N+](=O)[O-]	-7	1	-0.3	4	-1	1	8	1	-13
CCN1C(=C2C(=O)c3ccccc3C2=O)C=Cc2ccccc21	-3	4	2.0	-5	8	-11	13	13	-6
CCN(CC)C(=S)Nc1cc(C(=O)OC)ccc1C(=O)OC	-5	-2	0.9	2	5	-4	22	16	-5
CN(C)/C=N/c1nc(-c2ccc3c(c2)OCO3)cs1	-6	0	7.2	-1	4	0	22	5	-4
CCCCN1C(=O)C(CC(=O)NCc2cccc3ccccc23)CC(C(=O)N(C)C)=C1C (stereo not given)	-5	1	-0.1	-10	10	-3	-2	2	·
O=C(NC(CC(=O)N1CCN(c2ccccc2O)CC1)c1ccccc1)c1ccccc1Cl (stereo not given)	-2	9	2.8	-7	9	-8	7	28	-24
O=C1c2ccccc2C(Nc2ccc3c(c2)OCO3)N1Cc1ccc2c(c1)OCO2 (stereo not given)	-4	-3	0.0	-14	10	-4	12	0	-10
COc1cccc(C#Cc2c(CO)[nH]c3ccccc23)c1	-7	2	-0.1	-1	4	-1	-14	2	-12
COc1ccc(OC)c(N2C(=O)[C@@H]3C(c4ccccc4Cl)=NO[C@@H]3C2=O)c1	1	6	1.7	-8	0	-5	15	1	-6
COc1ccccc1NC(=O)CC1C(=O)NCCN1C(=O)Nc1ccccc1 (stereo not given)	-1	8	0.2	-11	9	-24	4	-7	0
COc1ccc(NC(=O)CN(C)C(=O)c2cc(-c3ccc(Cl)cc3)nc3ccccc23)cc1	-4	8	8.3	20	-4	8	3	67*	-20
CCOC(=O)C(CC)(CC)C(=O)/C=C/c1ccc(OC)cc1	2	-1	0.2	-16	17	19	-25	17	-11
Cc1ccccc1NC(=O)c1cccc(NC(=O)CCC(=O)O)c1	-6	0	3.3	0	8	0	19	-2	-11
CC(=O)N1CCCc2cc(S(=O)(=O)N3CCN(C4CCCCC4)CC3)ccc21	-7	4	1.2	-5	5	-2	16	8	-18
CN(c1ccccc1)S(=O)(=O)c1cccc(NC(=O)c2ccc(=O)[nH]c2)c1	-5	5	1.1	-8	9	-14	8	8	-12
CCCC(=O)C1=C(O)C(C(=O)OC)C(C)(C)CC1=NC(C)C (stereo not given)	1	0	-0.2	-1	3	-5	15	15	-16
CCc1nc(SCC(=O)Nc2ccnc3ccccc23)n[nH]1	5	8	6.2	-30	2	-15	7	-11	-8
CC1CCCC(NC(=O)COC(=O)CCC2CCCC2)C1C (stereo not given)	-3	2	-0.2	-29	4	1	6	6	-1
N/C(=N\O)c1ccccc1N1CCCCC1	-1	3	0.8	-6	12	-19	10	-8	-8
Cc1cc(C(=O)CS(=O)(=O)c2ccc(F)cc2)cc(C)c1O	0	0	1.8	8	-3	-5	-3	-8	-11
COCC(=O)N1CCC(n2nccc2NC(=O)c2ccccc2OC)CC1	-3	1	0.4	1	0	-5	-8	-13	3
Nc1nc2c(nc(SCc3ccccc3Br)n2[C@@H]2O[C@H](CO)[C@@H](O)[C@H]2O)c(=O)[nH]1	-2	1	0.4	-13	9	-2	0	1	·
C[C@@H]1CC=C[C@H]2[C@H]1C(=O)N(Cc1ccccc1)[C@H]2c1ccc(/C=C/c2ccccc2)cc1F	-1	0	0.3	-9	5	-19	11	-6	-27
Cc1cc2[nH]c(=O)c(=O)[nH]c2cc1S(=O)(=O)N1CCN(c2cccc(C)c2C)CC1	-4	4	-0.5	12	-10	14	-11	-11	0
CC(Nc1ccccc1N1CCCCC1)C(=O)N1CCc2ccccc21 (stereo not given)	-5	4	0.4	-14	13	15	-9	-19	-3
CNc1c(N)n(Cc2ccccc2)c(=O)[nH]c1=O	-2	11	0.8	-7	9	-2	6	6	2
C[C@H](NC(=O)C1CCN(C(=O)[C@H](Cc2ccccc2)NC(=O)OC(C)(C)C)CC1)C(=O)O	-4	0	1.1	-2	6	-10	18	5	-3
O=C(Cc1ccc(F)cc1)NC(Cc1c[nH]c2ccccc12)C(=O)O (stereo not given)	3	0	0.5	-19	14	-18	7	10	-1
CCOc1ccc(-n2ccnc2SCC(=O)Nc2nnc(CC)s2)cc1	4	8	1.7	-10	11	-4	20	-4	-15
NS(=O)(=O)c1ccc(CCNC(=O)C2CCCCN2S(=O)(=O)c2ccccc2)cc1 (stereo not given)	-5	2	0.8	0	-2	10	-5	-3	-3
O=C(N/N=C/c1ccccc1)c1cccc2ccccc12	-2	1	1.6	-7	2	-4	7	10	-12
CC1(c2nnc(-c3ccc(F)cc3)o2)CC(c2ccccc2)=NO1 (stereo not given)	-3	10	0.1	-4	14	-9	8	2	-5
Cc1cccc(Oc2ccc(NC(=O)C3CC=CCC3C(=O)O)cc2)c1 (stereo not given)	-8	3	0.1	-10	5	2	-1	9	-10
O=C(NCc1ccco1)c1ccccc1NC(=O)C1CC(=O)N(c2ccc(Cl)cc2)C1 (stereo not given)	-1	3	2.3	11	-4	-5	9	-5	-31
Cc1ccc(-c2nc(-c3ccccn3)no2)cc1[N+](=O)[O-]	-1	5	1.0	-5	2	-9	14	-6	-19
NS(=O)(=O)c1ccc(CCNc2nn3c(-c4cccc(OC(F)(F)F)c4)cnc3s2)cc1	-3	2	4.5	13	-4	13	18	16	·
CCn1c(SCc2ccc(Cl)cc2)nnc1-c1ccccc1	-5	5	0.5	4	0	2	8	3	-6

An excerpt from above in order of length of the SMILES, descending:
SMILES	CHRM1 agonist	TAAR1 agonist	M1 ag parental	M1 antag	CHRM1 PAM	CHO-K1 Ca antag	CHO-K1 Ca PAM	TAAR1 antagonist	CHO parental Ca
C[C@@H]1CC=C[C@H]2[C@H]1C(=O)N(Cc1ccccc1)[C@H]2c1ccc(/C=C/c2ccccc2)cc1F	-1	0	0.3	-9	5	-19	11	-6	-27
Nc1nc2c(nc(SCc3ccccc3Br)n2[C@@H]2O[C@H](CO)[C@@H](O)[C@H]2O)c(=O)[nH]1	-2	1	0.4	-13	9	-2	0	1	·
CCn1c(SCc2ccc(Cl)cc2)nnc1-c1ccccc1	-5	5	0.5	4	0	2	8	3	-6

The list continues:
SMILES	CHRM1 agonist	TAAR1 agonist	M1 ag parental	M1 antag	CHRM1 PAM	CHO-K1 Ca antag	CHO-K1 Ca PAM	TAAR1 antagonist	CHO parental Ca
CCc1cc2c(=O)c(-c3cnn(-c4ccccc4)c3)c(C)oc2cc1OCC(=O)Nc1ccc(F)c(F)c1	-5	6	0.5	-3	8	2	16	-14	-5
Cc1nc(-n2ncc(C#N)c2N)c2c3c(sc2n1)CCC3	-4	4	0.4	-8	8	-2	11	-2	-7
CSc1ncccc1C(=O)OCC(=O)NCCCc1ccccc1	-2	1	-0.4	-6	5	-14	-3	-10	-20
COc1ccccc1OCc1ccc(C(=O)Nc2cc(OC)c(OC)c(OC)c2)o1	-2	7	3.0	-6	2	1	4	34	·
CCCc1nnc(NC(=O)c2cccc(OC)c2)s1	-3	4	2.2	-6	1	-17	16	7	-21
CC(=O)NC1=NN(C(C)=O)C(C)(CS(=O)(=O)c2ccc3ccccc3c2)S1 (stereo not given)	-4	11	0.2	-7	5	-8	8	-1	-7
COc1cccc(-c2cnc3c(NC(C)=O)cc(-c4cccc(C(=O)N(C)C)c4)cn23)c1	-1	4	3.4	-1	4	4	-12	36	·
CCCn1c(SCC(=O)NC(C)C23CC4CC(CC(C4)C2)C3)n[nH]c1=O (stereo not given)	-5	10	0.7	-39	11	-4	18	3	-11
CCOC(=O)c1ccccc1NC(=O)CSc1nnc(Cc2cccn2C)n1-c1ccc(C)cc1	2	14	0.4	-8	13	-25	19	-44	-31
CCCCN(C)CCCNC(=O)C1CCC(CNS(=O)(=O)c2c(C)cc(C)cc2C)CC1 (stereo not given)	-11	11	1.1	0	-8	-14	16	3	-10
COc1ccc(-c2ccc3c(c2)S(=O)(=O)c2cccc(C(=O)N4CCN(c5ccc(Cl)cn5)CC4)c2C3=O)cc1OC	-3	11	0.1	10	0	-14	-1	24	-8
COc1cc(C=NCc2ccccc2)ccc1O	-3	5	0.0	-2	2	-12	1	8	·
CC(=O)c1ccc(NC(=O)CSc2nc3[nH]c(=O)cc(O)c3s2)cc1	-2	7	0.7	7	0	-7	-8	-5	·
Cc1ccccc1S(=O)(=O)N(CC(O)CN1CCCCC1)c1ccccc1 (stereo not given)	-6	1	0.0	5	-2	-11	-6	-21	-10
COCCNC(=O)C1=NOC(Cn2cc(C#N)c(=O)n(C)c2=O)C1 (stereo not given)	-2	15	-0.4	-5	16	7	15	3	1

Gathered by group: those above with an aryl thioether with sulfur outside any ring (8)
SMILES	CHRM1 agonist	TAAR1 agonist	M1 ag parental	M1 antag	CHRM1 PAM	CHO-K1 Ca antag	CHO-K1 Ca PAM	TAAR1 antagonist	CHO parental Ca
CCc1nc(SCC(=O)Nc2ccnc3ccccc23)n[nH]1	5	8	6.2	-30	2	-15	7	-11	-8
Nc1nc2c(nc(SCc3ccccc3Br)n2[C@@H]2O[C@H](CO)[C@@H](O)[C@H]2O)c(=O)[nH]1	-2	1	0.4	-13	9	-2	0	1	·
CCOc1ccc(-n2ccnc2SCC(=O)Nc2nnc(CC)s2)cc1	4	8	1.7	-10	11	-4	20	-4	-15
CCn1c(SCc2ccc(Cl)cc2)nnc1-c1ccccc1	-5	5	0.5	4	0	2	8	3	-6
CSc1ncccc1C(=O)OCC(=O)NCCCc1ccccc1	-2	1	-0.4	-6	5	-14	-3	-10	-20
CCCn1c(SCC(=O)NC(C)C23CC4CC(CC(C4)C2)C3)n[nH]c1=O (stereo not given)	-5	10	0.7	-39	11	-4	18	3	-11
CCOC(=O)c1ccccc1NC(=O)CSc1nnc(Cc2cccn2C)n1-c1ccc(C)cc1	2	14	0.4	-8	13	-25	19	-44	-31
CC(=O)c1ccc(NC(=O)CSc2nc3[nH]c(=O)cc(O)c3s2)cc1	-2	7	0.7	7	0	-7	-8	-5	·

Single entries from the list:
In TAAR1 antagonist, CCCc1nnc(NC(=O)c2cccc(OC)c2)s1 has 7
In CHO-K1 Ca PAM, CSc1ncccc1C(=O)OCC(=O)NCCCc1ccccc1 has -3
In M1 ag parental, COc1cc(C=NCc2ccccc2)ccc1O has 0.0
In TAAR1 antagonist, CCOC(=O)c1ccccc1NC(=O)CSc1nnc(Cc2cccn2C)n1-c1ccc(C)cc1 has -44
